Fam108B inh = Fam108B inhibition, counter-screen for RBBP9 inhibitors. AID 1947. inhibition, % at 9.51 µM. 300,000 tested, 0.33% active. recombinant Fam108B, FP-Rh probe fluorescence polarization;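 active = inhibition above the screen mean inhibition plus 3 SD, computed separately per campaign, cut at about 18% in these data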;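 also: inhibitors lower polarization as less probe binds the enzyme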
PAD4 FP inh = PAD4 (human) enzyme inhibition; recombinant PAD4, RCA probe fluorescence polarization; 330,000 tested, 0.41% active; inhibition, % at 6.36 µM; Q9UM07;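 active = percent inhibition above a cutoff equal to the mean of all tested compounds plus 3 SD, cut at about 15% in these data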;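 also: 0% = PAD4 with RCA probe and DMSO and 100% = probe without PAD4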
GLD-1 TGE inh = GLD-1-TGE RNA interaction inhibition (C. elegans); Q17339; purified GLD-1 + fluorescein TGE RNA, fluorescence polarization; inhibition, % at 5.96 µM; 320,000 tested, 0.44% active; AID 2280;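 active = percent inhibition above a per-plate cutoff, the plate mean of test compounds plus 3 SD, cut at about 30% in these data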;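 also: 0% = DMSO wells with GLD-1 and probe and 100% = wells lacking GLD-1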
MCL1 BIM primary = inhibitors of human MCL1 binding to BIM-BH3 peptide | GST-MCL1 / FITC-Bim-BH3 fluorescence polarization | AID 2057 | inhibition, % at 10.9 µM | 320,000 tested, 0.68% active | Q07820;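 active = inhibition above the mean inhibition of all tested compounds plus 3 SD, set per campaign, cut at about 40% in these data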;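 also: 0% = DMSO wells and 100% = unlabeled Bim-BH3 peptide control; higher means more loss of mP so more displacement of Bim peptide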
GSTO1 counter = GSTO1 inhibition, counter-screen for RBBP9 inhibitors; 300,000 tested, 1.1% active; inhibition, % at 5.96 µM; recombinant GSTO1, activity-based probe fluorescence polarization; P78417;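 active = inhibition above the campaign mean inhibition plus 3 SD, cut at about 35% in these data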;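 also: 0% = GSTO1-1 with DMSO and 100% = wells lacking GSTO1-1 enzyme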
Target sequence (P78417 whole entry, looked up): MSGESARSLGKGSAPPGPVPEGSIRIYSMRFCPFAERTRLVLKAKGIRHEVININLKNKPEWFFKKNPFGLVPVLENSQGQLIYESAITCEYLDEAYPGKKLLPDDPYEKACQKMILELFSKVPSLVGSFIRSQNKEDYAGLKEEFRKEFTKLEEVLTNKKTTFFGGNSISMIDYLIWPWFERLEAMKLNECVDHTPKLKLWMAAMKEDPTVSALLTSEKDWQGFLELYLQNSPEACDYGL
Bcl-xL primary = blocks human Bcl-xL binding to Bim BH3 peptide; Q07817; GST-Bcl-xL / FITC-Bim BH3 peptide fluorescence polarization; 320,000 tested, 0.7% active; inhibition, % at 10.9 µM; AID 2129;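 active = inhibition above the mean of all tested compounds plus 3 SD, cutoff set per campaign, cut at about 30% in these data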;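 also: 0% = DMSO wells and 100% = unlabeled Bim-BH3 peptide competitor; inhibitors lower millipolarization by displacing the labeled peptide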
Target sequence (Q07817 whole entry, looked up): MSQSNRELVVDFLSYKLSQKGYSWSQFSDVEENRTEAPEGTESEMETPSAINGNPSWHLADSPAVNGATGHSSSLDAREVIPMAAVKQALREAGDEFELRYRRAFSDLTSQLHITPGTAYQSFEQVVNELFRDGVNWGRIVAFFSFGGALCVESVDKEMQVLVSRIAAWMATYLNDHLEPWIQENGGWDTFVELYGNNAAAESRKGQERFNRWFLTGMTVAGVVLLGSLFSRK
TPT1 inh = C. albicans TPT1 enzyme inhibition; recombinant caTPT1, FP RNA substrate dephosphorylation; inhibition, % at 5 µM; 300,000 tested, 0.81% active; AID 1962;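 active = inhibition above the mean of all tested compounds plus 3 SD, set per screening campaign, cut at about 24% in these data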;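 also: plate controls were DMSO alone for no effect and ferristatin control at 100 nM for full effect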
PME-1 primary = PME-1 (human) inhibition | Q9Y570 | recombinant PME-1, FP-Rh probe fluorescence polarization | inhibition, % at 5.9 µM | 320,000 tested, 0.53% active;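 active = inhibition above the campaign mean of all compounds plus 3 SD, cut at about 26% in these data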;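 also: competitive labeling of PME-1 active site by serine hydrolase directed probe; 0% = PME-1 with DMSO and 100% = wells lacking PME-1 enzyme; inhibitors block probe labeling so polarization falls and inhibition rises; many of its hits are not listed in these tables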
Target sequence (Q9Y570 whole entry, looked up): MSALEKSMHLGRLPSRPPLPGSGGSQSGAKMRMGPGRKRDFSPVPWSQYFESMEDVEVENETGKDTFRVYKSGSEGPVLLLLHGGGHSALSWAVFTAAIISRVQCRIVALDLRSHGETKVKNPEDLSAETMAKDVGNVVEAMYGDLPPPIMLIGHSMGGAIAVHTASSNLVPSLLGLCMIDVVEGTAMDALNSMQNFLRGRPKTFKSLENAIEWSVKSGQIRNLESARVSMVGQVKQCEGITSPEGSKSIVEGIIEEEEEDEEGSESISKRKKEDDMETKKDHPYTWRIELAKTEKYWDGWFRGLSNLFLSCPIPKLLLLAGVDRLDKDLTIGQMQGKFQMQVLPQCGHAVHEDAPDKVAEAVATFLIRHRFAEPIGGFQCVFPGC
MEX-5 binding = C. elegans MEX-5 TCR-2 RNA binding activity | Q9XUB2 | MEX-5/FITC-TCR2 RNA binding, fluorescence polarization; active compounds read low | 300,000 tested, 0.38% active | AID 1832 | activity score (negative = inhibition of binding), % at 10 µM;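 active = inhibition past about -25% in most replicates, and total fluorescence under double the plate's negative control median, limit read from the data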;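 also: 0% = DMSO and -100% = 5 µM competing unlabeled TCR2 RNA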
Active calls of the source: *; · = not tested or not shown. Some of the compounds tested, so the mix of outcomes need not match the whole.

SMILES	Fam108B inh	PAD4 FP inh	GLD-1 TGE inh	MCL1 BIM primary	GSTO1 counter	Bcl-xL primary	TPT1 inh	PME-1 primary	MEX-5 binding
Clc1ccc(-c2nn3cnnc3s2)c(Cl)c1	2	2	3	-6	-5	-6	0	0	0.9
Cc1cc(-c2ccccc2)nc(SCc2ccc(C(=O)O)o2)n1	-1	0	7	2	-2	8	0	0	-2.7
CCN(CC)CCCN(Cc1cc2cc3c(cc2[nH]c1=O)OCO3)C(=S)NCc1ccco1	0	3	6	2	5	-1	-1	2	-0.1
CC1CCCCC1NC(=O)c1ccc(-n2cncn2)c([N+](=O)[O-])c1 (stereo not drawn)	1	-2	0	-6	20	-2	0	-5	0.5
COCC(C)n1c(COc2ccccc2F)nnc1SCC(=O)Nc1oc(C)c2c(C)n[nH]c(=O)c12 (stereo not drawn)	0	-1	5	-27	13	-34	-3	-4	-0.1
CCN(c1ccccc1)S(=O)(=O)c1ccc(OC)c(NC(=O)C2CC(=O)N(Cc3ccccc3)C2)c1 (stereo not drawn)	1	2	8	-14	-22	-15	4	6	-9.7
Cc1cc(Cl)ccc1NC(=S)N1CCOCC1	2	0	-2	10	0	5	-4	-4	0.5
CC(=O)C(Sc1ccc2nnc(-c3ccc(F)cc3)n2n1)C(C)=O	-2	6	6	-7	0	3	-3	1	-0.9
O=C(CN1CCN(C(=O)C2CCCO2)CC1)Nc1c(Cl)cccc1Cl (stereo not drawn)	0	2	3	16	0	5	0	-1	2.7
CNC(=O)CCc1nc(-c2ccc(C(C)(C)C)cc2)no1	-3	2	-4	3	0	2	-1	-6	-2.0
COC(=O)Cn1c(N)[n+](Cc2ccccc2)c2ccccc21	3	0	11	-2	-1	0	-1	-2	1.2
Cc1noc(C)c1COc1cccc(C(=O)OC(C)C(=O)Nc2ccc3c(c2)OCO3)c1 (stereo not drawn)	-1	2	-3	4	-3	3	-1	3	-2.5
O=C(Oc1cc(Cl)cc(Cl)c1)c1cnc2n(c1=O)CCS2	1	3	2	7	-2	8	-3	1	0.7
C=CCn1c(SCC(=O)Nc2cc(Cl)ccc2C(=O)O)nc2sc(C)c(C)c2c1=O	·	1	8	-3	·	2	·	1	·
CC(C)(C)c1ccc(C2(C)NC(=O)N(CC(=O)c3ccc[nH]3)C2=O)cc1 (stereo not drawn)	1	-4	2	6	-1	5	6	-5	-1.9
COC(=O)Nc1nnc(COc2ccccc2)s1	1	7	6	3	7	0	2	6	1.8
O=C(Nc1cccc([N+](=O)[O-])c1)N1CCN(c2ccccc2)CC1	-4	-2	7	0	-3	3	-4	3	-2.2
Cc1cc2oc(=O)cc(CN3CCCCC3)c2cc1C(C)C	-1	4	2	3	-3	1	-2	-3	5.5
CC(=O)c1sc(NC(=O)COc2ccc(C(C)C)c(C)c2)nc1C	2	4	3	9	3	1	-1	-24	-0.5
Cc1ccsc1/C=N\NC(=O)Cn1nnc2ccccc21	-1	-1	2	-5	-3	-1	-1	-6	-0.2
COC(=O)c1c(NC(=O)c2nc3nc(C)cc(C(F)F)n3n2)sc2c1CCC2	-13	-3	3	-2	3	2	2	-6	0.0
CCOC(=O)CNC(=O)CSc1nnc(-c2ccc(OC)cc2)n1CC	-2	-4	-2	5	2	2	1	-2	1.7
COC(=O)CCCCCCCCC(O)CN(C)C (stereo not drawn)	-7	-5	10	-2	-3	5	2	-11	-1.5
CN(C(=O)COC(=O)C1CSC2(C)CCC(=O)N12)c1ccccc1 (stereo not drawn)	-1	-2	-5	-11	3	-7	-1	2	1.7
Cc1ccc(-n2c3c(cc(C(=O)N4CCN(C)CC4)c2=O)C(=O)CC(C)(C)C3)cc1	3	2	3	0	5	7	-1	-3	-1.8
Cc1cc(N)n(-c2ccccc2C)n1	4	-1	1	0	13	2	0	2	0.7
Cc1csc2c(N3CCN(C(=O)c4ccc(C(C)(C)C)cc4)CC3)ncnc12	-4	3	4	0	-3	2	1	1	1.4
CN(C)c1ccc(C(CNC(=O)c2ccco2)N2CCCC2)cc1 (stereo not drawn)	1	4	-1	3	-1	2	1	0	-3.8
COc1cccc(-c2nc3ccc(C(=O)N4CCCC(O)C4)cc3o2)c1 (stereo not drawn)	-3	-7	-4	0	-1	0	-1	5	5.7
COc1ccc(N2CCN(C(=O)c3ccc(CS(=O)Cc4ccc(Cl)cc4)o3)CC2)cc1 (stereo not drawn)	-2	2	-4	8	-4	1	-2	-2	0.1
COC(=O)c1cc2c(-c3ccccc3)cc3ccccn3c-2c1C(=O)OC	9	5	31*	48*	-3	36*	-39	6	-1.9
COc1ccc(CNC(=O)c2cccc3c2C(=O)N(Cc2cccnc2)C3)cc1	0	1	5	0	8	4	-1	-4	-1.1
CC(/C=C/c1ccc2c(c1)OCO2)=N/NC(=O)COc1ccc(C)cc1	-4	-2	1	-3	3	0	-1	6	0.1
COc1ccc(-n2c3c(cc(C(=O)Nc4ccc(C)cc4)c2=O)C(=O)CCC3)cc1	6	-1	6	3	0	7	-1	-5	-1.0
CCCCNC(=O)c1cc2c(=O)n(CC)c3ccccc3c2s1	-2	0	0	5	-4	1	-3	6	0.0
COc1cc(C(=O)CSc2nncn2C)cc(OC)c1OC	0	0	3	5	20	2	-13	7	-3.6
CC(=O)c1ccc(NC(=O)CN2C(=O)/C(=C/C=C/c3ccccc3)SC2=S)cc1	-10	-30	7	14	-18	22	14	-15	-8.5
Cc1ccc(-c2cc(C(=O)Nc3cccnc3)c3ccccc3n2)s1	0	2	5	-2	-1	3	2	-7	-0.1
CC(C)(C)c1ccc(CSc2ccc(S(=O)(=O)N3CCOCC3)cn2)cc1	·	3	3	1	·	5	·	-3	·
CCOc1ccccc1Nc1nc(N)nc(CSc2nccc(C)n2)n1	-3	-1	-10	-4	-2	3	0	0	0.3
Cc1ccc(S(=O)(=O)N2CCC[C@H]2C(=O)OCC(=O)c2ccc3c(c2)NC(=O)CO3)cc1	3	2	2	-5	7	2	-2	-1	-0.3
COc1cc2c(cc1OC)[C@H](C)N(C(=S)Nc1ccc(F)cc1)CC2	1	-3	5	6	3	3	-5	1	0.4
CCCCOC(=O)n1c(=O)oc2ccccc21	-3	-3	9	2	-3	5	-2	4	0.7
COc1ccc(C)cc1S(=O)(=O)Nc1ccc2c(c1)N(C(C)=O)CCC2	2	-2	8	6	7	9	-5	7	5.2
CCOC(=O)Cc1csc(NC(=O)c2c(O)c3ccccc3n(CC(C)C)c2=O)n1	1	-2	4	-1	-2	2	-1	-3	2.6
CCS(=O)(=O)N1CCN(CC(=O)NC2CCCCC2)CC1	1	-4	9	-3	11	2	-4	-2	0.4
Cc1ccc2c(c1)nnn2C1CCN(S(=O)(=O)c2ccc3ccccc3c2)CC1	-11	-4	-2	1	-1	5	-2	4	0.5
CC1CCc2c(sc(NC(=O)c3ccc(Cn4cc([N+](=O)[O-])cn4)o3)c2C#N)C1 (stereo not drawn)	3	0	-3	19	4	7	-1	1	0.2
CO/N=C/C(=N\Nc1ccccc1)C(=O)c1ccccc1	-3	-1	6	6	0	2	-6	-1	-0.7
Cc1nc2ccc(S(=O)(=O)NC(C(=O)N3CCC(C)CC3)C(C)C)cc2s1 (stereo not drawn)	0	-1	1	-3	3	1	-2	16	2.1
O=C(c1ccccc1)C1CCN(C(=O)c2cccs2)CC1	0	2	5	-2	-5	1	-4	1	0.8
CCOC(=O)Cn1c(=O)oc2cc(S(=O)(=O)NCC3CCCO3)ccc21 (stereo not drawn)	-1	0	2	-10	5	-2	4	0	0.3
COc1cccc(CNC(=O)C2CCN(S(=O)(=O)c3ccc4c(c3)CC(C)N4C(=O)C3CC3)CC2)c1 (stereo not drawn)	-2	-2	3	-2	1	4	-1	12	-2.2
O=C(c1ccc(S(=O)(=O)Nc2ccccc2F)cc1)N1CCCCCC1	-1	-1	-1	-4	-1	-2	-2	-4	1.1
O=C(COc1ccccc1)Nc1nnc(S(=O)(=O)N2CCCCC2)s1	-3	1	-1	7	-27	4	0	-5	0.3
N#Cc1ccc(CSc2nnc(-c3ccccc3)n2Cc2ccco2)cc1	0	0	-2	-6	2	-1	-1	-3	-1.0
COc1ccc(NC(=O)CN(C)S(=O)(=O)c2ccc(Br)s2)cc1OC	0	-1	-3	11	5	5	0	-6	0.0
COc1ccc(NC(=O)C2=C(C)NC(=O)NC2c2ccccc2[N+](=O)[O-])cc1 (stereo not drawn)	5	-1	-5	2	3	1	-1	7	-0.5
Cc1cc(NS(=O)(=O)c2ccc(NC(=S)NC(=O)c3ccc(Cl)cc3Cl)cc2)no1	5	-1	4	7	-24	8	-1	-5	-2.3
Cc1cc(C)c(S(=O)(=O)Nc2c(C)[nH]c(=O)[nH]c2=O)c(C)c1	7	1	-4	6	1	3	1	-6	-1.8

Next section:
SMILES	Fam108B inh	PAD4 FP inh	GLD-1 TGE inh	MCL1 BIM primary	GSTO1 counter	Bcl-xL primary	TPT1 inh	PME-1 primary	MEX-5 binding
CCOc1cc(CN2CCCCC2)ccc1OC	-2	5	3	2	-4	4	0	-6	0.5
CC(C)CC(=O)NC1(C(F)(F)F)C(=O)N(CC(C)C)C2=C1C(=O)CC(C)(C)C2 (stereo not drawn)	7	0	0	-1	3	3	-4	2	1.5
Cc1ccc2c(c1)nnn2C1CCN(CC(=O)c2ccc(Cl)cc2)CC1	-1	-3	-4	8	4	6	0	-1	-2.1
CC(=O)Nc1ccc(NC(=O)C2C3C=CC(C3)C2C(=O)O)cc1 (stereo not drawn)	0	2	4	2	3	0	-3	3	-1.4
O=C(NCCN1CCN(c2ccccc2)CC1)c1ccccc1F	2	-1	-2	3	-2	3	-2	-8	1.1
CN1CCN(C2CCCCC2NS(=O)(=O)c2ccc(Cl)cc2)CC1 (stereo not drawn)	-3	1	-6	-2	-3	4	1	-1	1.1
COc1ccccc1NC(=O)Cn1cnc2c(oc3ccccc32)c1=O	-4	-2	3	2	-4	4	-3	-2	0.1
O=C(Nc1nccs1)C1CCCN1S(=O)(=O)c1cccc2cccnc12 (stereo not drawn)	-5	3	2	3	0	3	-2	-6	0.8
COc1ccc(Cc2nc3ccc(C(=O)N(C)CCCN4CCOCC4)cc3o2)cc1	1	-2	3	9	-7	10	-1	-4	1.1
COc1ccc(OCc2cc(C(=O)N3CCN(CC(=O)N(C)C)CC3)no2)c(Cl)c1	0	-7	-1	5	-7	3	-1	-2	-0.3
Cc1ccc(-c2n[nH]c3c2C(c2cccc(O)c2)N(c2ccc(C(=O)O)cc2)C3=O)cc1 (stereo not drawn)	-6	-6	3	2	-11	3	1	0	-2.5
c1ccc(Oc2nc(Oc3ccccc3)nc(N3CCOCC3)n2)cc1	0	-5	6	2	4	0	-10	-5	-0.2
COc1ccc2[nH]c(C)c(CCN(Cc3cccs3)C(=S)Nc3ccc(F)cc3)c2c1	1	2	49*	75*	1	73*	-14	8	-5.9
